GSTO1_inh = blocks human GSTO1 in RBBP9 counter-screen | 300,000 compounds, 1.1% hits | AID 1974 | inhibition, % at 5.96 µM | recombinant GSTO1, activity-based probe fluorescence polarization | P78417;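 active = inhibition above the campaign mean inhibition plus 3 SD, cut at about 35% in these data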;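 also: 0% = GSTO1-1 with DMSO and 100% = wells lacking GSTO1-1 enzyme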
PREPL_inh = human PREPL enzyme inhibition | Q4J6C6 | AID 2751 | recombinant PREPL, fluorescence polarization activity-based probe | 320,000 compounds, 0.68% hits | inhibition, % at 5.96 µM; in the data active = inhibition above about 43%;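 also: 0% = enzyme with DMSO and 100% = wells lacking enzyme; many of its hits are not listed in these tables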
PAFAH1B2_inh = blocks human PAF acetylhydrolase 1b catalytic subunit 2; recombinant PAFAH1B2, FP-rhodamine activity probe, fluorescence polarization; inhibition, % at 3.39 µM; 340,000 compounds, 1.2% hits;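 active = inhibition above the mean of all tested compounds plus 3 SD, cut at about 24% in these data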;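 also: 0% = enzyme with DMSO and 100% = wells lacking PAFAH1B2; many of its hits are not listed in these tables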
pPAFAH_inh = pPAFAH (human) enzyme inhibition; AID 463082; Q13093; 330,000 compounds, 1.5% hits; inhibition, % at 3.39 µM; recombinant pPAFAH, FP-rhodamine probe fluorescence polarization;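 active = inhibition above the mean inhibition across the screen plus 3 SD, cut at about 25% in these data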;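 also: inhibitors block binding of the rhodamine activity-based probe so polarization drops; 0% = enzyme with DMSO and 100% = wells lacking pPAFAH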
PME-1_primary = blocks human protein phosphatase methylesterase 1; recombinant PME-1, FP-Rh probe fluorescence polarization; inhibition, % at 5.9 µM; Q9Y570; 320,000 compounds, 0.53% hits;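 active = inhibition above the campaign mean of all compounds plus 3 SD, cut at about 26% in these data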;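 also: competitive labeling of PME-1 active site by serine hydrolase directed probe; 0% = PME-1 with DMSO and 100% = wells lacking PME-1 enzyme; inhibitors block probe labeling so polarization falls and inhibition rises; many of its hits are not listed in these tables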
PAD4_FP_inh = blocks human protein arginine deiminase 4 | AID 485272 | recombinant PAD4, RCA probe fluorescence polarization | inhibition, % at 6.36 µM | Q9UM07 | 330,000 compounds, 0.41% hits;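 active = percent inhibition above a cutoff equal to the mean of all tested compounds plus 3 SD, cut at about 15% in these data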;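 also: 0% = PAD4 with RCA probe and DMSO and 100% = probe without PAD4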
LYPLA2_counter = LYPLA2 (human) inhibition in PME1 counter-screen; AID 2177; 320,000 compounds, 0.38% hits; recombinant LYPLA2, FP-Rh probe fluorescence polarization; inhibition, % at 5.9 µM; O95372;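 active = inhibition above the screen-wide mean plus 3 SD, limit set per campaign, cut at about 26% in these data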;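 also: 0% = LYPLA2 with DMSO and 100% = wells lacking LYPLA2 enzyme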
LYPLA1_counter = counter-screen for PME1 inhibitors: inhibitors of human LYPLA1; O75608; recombinant LYPLA1, FP-Rh probe fluorescence polarization; inhibition, % at 5.9 µM; 320,000 compounds, 0.16% hits;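 active = inhibition above the mean of all tested compounds plus 3 SD, set per campaign, cut at about 14% in these data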;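 also: inhibitors block serine hydrolase probe labeling of LYPLA1 so polarization falls; 0% = enzyme with DMSO and 100% = wells lacking LYPLA1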
PAFAH1B3_inh = PAFAH1B3 (human) inhibition; recombinant PAFAH1B3, FP-rhodamine probe, fluorescence polarization; 340,000 compounds, 0.28% hits; AID 492972; Q15102; inhibition, % at 3.39 µM;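 active = inhibition above the screen-wide average of all tested compounds plus 3 SD, cut at about 25% in these data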;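 also: 0% = enzyme with DMSO only and 100% = wells lacking PAFAH1B3 protein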
* hit, by the source's call.

SMILES GSTO1_inh PREPL_inh PAFAH1B2_inh pPAFAH_inh PME-1_primary PAD4_FP_inh LYPLA2_counter LYPLA1_counter PAFAH1B3_inh
O=C(CCN1CCN(CCO)CC1)N1c2ccccc2Sc2ccc(C(F)(F)F)cc21 0 -10 -3 6 3 -2 -3 3 8

This is a subset (hit frequency here may not be typical).
